EPAC2 ag: qHTS for Agonist of cAMP-regulated guanine nucleotide exchange factor 4 (EPAC2): primary screen | AID 720711, 2013 | EPAC2 activation, biochemical qHTS; response scale: 100% = 6.5 mM cAMP response | Potency, µM (top dose mostly 154 µM), for the others: top-dose activation, actives largely listed as activators | actives 0.079% (n = 360,000); note: potency is the fitted concentration of half-maximal effect; nearly all actives have a fitted effect of over 50% in size
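Readout is BODIPY fluorescence (480 nm excitation, 540 nm emission), which falls as labeled GDP is exchanged off Rap1B. EPAC2 at 100 nM acted on 250 nM RAP1B-BODIPY-GDP with 50 uM GDP present.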
PTHR1 ag: qHTS for PTHR1 Agonists: Primary Screen. Potency, µM (doses to about 115 µM), without a hit: at the highest dose activation, usual class: activators. Parathyroid hormone/parathyroid hormone-related peptide receptor (Homo sapiens), Q03431. HEK293 GP2 PTHR1 cells, GloSensor cAMP luminescence, 1 h. actives 0.075% (n = 410,000); note: potency is the fitted concentration of half-maximal effect; nearly all actives have a fitted effect of over 55% in size; some results filed as inactive show a strong effect at the top dose; inactives centre near -15; many of its hits are not listed in these tables
Target sequence (Q03431 whole entry, looked up): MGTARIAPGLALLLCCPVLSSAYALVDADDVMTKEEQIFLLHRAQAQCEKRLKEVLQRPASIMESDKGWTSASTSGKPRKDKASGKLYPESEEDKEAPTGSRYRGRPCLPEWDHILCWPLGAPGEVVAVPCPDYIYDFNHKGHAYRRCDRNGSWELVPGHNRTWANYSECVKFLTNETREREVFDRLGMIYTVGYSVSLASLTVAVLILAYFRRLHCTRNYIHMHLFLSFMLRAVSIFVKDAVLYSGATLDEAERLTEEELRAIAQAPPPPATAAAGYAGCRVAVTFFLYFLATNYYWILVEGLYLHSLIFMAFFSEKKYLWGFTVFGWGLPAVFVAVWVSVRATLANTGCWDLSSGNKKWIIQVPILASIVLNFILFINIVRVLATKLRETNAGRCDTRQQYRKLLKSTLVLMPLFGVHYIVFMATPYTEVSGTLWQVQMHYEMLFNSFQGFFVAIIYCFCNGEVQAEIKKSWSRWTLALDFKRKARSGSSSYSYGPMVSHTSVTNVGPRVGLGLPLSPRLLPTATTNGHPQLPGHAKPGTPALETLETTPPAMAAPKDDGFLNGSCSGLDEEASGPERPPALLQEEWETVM
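HEK-293-derived GP2 cells expressing PTHR1 and a GloSensor cAMP reporter, 3,000/well, plated overnight, given luciferin plus IBMX (each 0.5 mM as added) for 1 h at 37 °C, then compound for 1 h at 37 °C. Luminescence was read after 15 min at room temperature.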
DRD3 agonist: qHTS of D3 Dopamine Receptor Agonist: qHTS; D(3) dopamine receptor (Homo sapiens), P35462; D3R DiscoveRx beta-arrestin cells, luminescence, 90 min; max activation, %; actives 0.58% (n = 410,000); AID 652048, 2013; in the data active = max activation above about 30%; note: 0% is about no effect; mostly tested at two doses, the higher about 12 µM
Target sequence (P35462 whole entry, looked up): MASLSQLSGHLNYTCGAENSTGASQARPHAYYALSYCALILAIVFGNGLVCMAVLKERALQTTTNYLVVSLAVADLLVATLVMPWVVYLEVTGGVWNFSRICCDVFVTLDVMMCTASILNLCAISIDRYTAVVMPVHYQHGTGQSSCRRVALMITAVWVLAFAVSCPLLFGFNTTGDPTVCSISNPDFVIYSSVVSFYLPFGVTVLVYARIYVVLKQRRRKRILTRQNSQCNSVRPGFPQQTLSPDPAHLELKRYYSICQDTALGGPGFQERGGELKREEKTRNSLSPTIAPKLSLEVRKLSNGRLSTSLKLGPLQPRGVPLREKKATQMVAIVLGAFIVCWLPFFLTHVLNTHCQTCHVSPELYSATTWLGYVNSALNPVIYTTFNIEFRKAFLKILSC
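Agonist-mode cell screen: cells plated at 1500/well and incubated overnight at 37 °C, then exposed to library compounds for 90 min at 37 °C. Detection reagent was added for 30–60 min at room temperature, and luminescence was read.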
DRD3 antagonist: qHTS of D3 Dopamine Receptor Antagonist: qHTS | D3R cells, DiscoveRx beta-arrestin luminescence, antagonist mode; active compounds read low | max response, negative = inhibition, % | actives 2.5% (n = 360,000) | AID 652054, 2013; in the data active = max response below about -50%; inconclusive = no clear call, values can overlap the other calls; note: % is set by controls: 0 for no effect and ±100 for the full control effect; mostly tested at two doses, the higher about 12 µM
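Cells expressing the human receptor were seeded at 1500 cells/well, incubated overnight at 37 degrees C in 5% CO2, then exposed to library compounds with dopamine controls for 90 minutes at 37 degrees C before luminescent detection.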
pAkt inh: HTS Assay for Inhibitors of Akt Phophorylation: Primary Screen | Neuro2A IGF-stimulated pAkt S473 HTRF, 20 min; active compounds read low | activity change, % for hits at 50 µM | actives 0.32% (n = 360,000); in the data active = activity change below about -80%; inconclusive = mostly about -51% to -80%; note: % is set by controls: 0 for no effect and ±100 for the full control effect
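Neuro2A cells in DMEM with 0.5% FBS, overnight at 37 deg C, given compound at single 50 µM final, then IGF (6 nM final) for 20 min at 37 deg C. Lysed; phospho-Akt Ser473 by HTRF after 24 h, 665/615 ratio.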
MmCpn inh: Inhibitors of TCP-1 ring complex (TRiC) of Methanococcus maripaludis (MmCpn): qHTS; purified Mm-Cpn ATPase, ADP Transcreener TR-FRET; Potency, µM (titrated, usually from 76.9 µM), inactives show at the highest dose activity, negative = inhibition, usual class: inhibitors; actives 0.031% (n = 330,000); AID 504842, 2011; note: potency is the fitted concentration of half-maximal effect; % is set by controls: 0 for no effect and ±100 for the full control effect; nearly all actives have a fitted effect of over 80% in size
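25 nM Mm-CPN + cpd, 10 min 37°C; + 10 uM ATP, 30 min 37°C; buffer 30 mM Tris pH 7.4, 100 mM KCl, 5 mM MgCl2, 1 mM DTT; Transcreener ADP HTRF detection 30 min RT.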
EPAC2 antag: qHTS for Antagonist of cAMP-regulated guanine nucleotide exchange factor 2 (EPAC2): primary screen | EPAC2 GEF exchange of Rap1B-BODIPY-GDP, fluorescence | Potency, µM (titrated, usually from 114 µM), inactives show at the top dose activity, negative = inhibition, most hits filed as inhibitors | actives 0.18% (n = 360,000); note: potency is the fitted concentration of half-maximal effect; % is set by controls: 0 for no effect and ±100 for the full control effect; nearly all actives have a fitted effect of over 45% in size; many of its hits are not listed in these tables
CCT chaperon mod: High-Throughput Screening for Modulators of Cytosolic Chaperonin Activity; activity change, % (concentration not given with the values), hits read low; actives 0.3% (n = 360,000); purified chaperonin ATPase assay, HTRF ADP detection, 30 min; AID 651819, 2012; in the data active = activity change below about -30%; note: % is set by controls: 0 for no effect and ±100 for the full control effect
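TRiC (40 or 20 nM final, by batch activity) in 30 mM Tris pH 7.4, 100 mM KCl, 5 mM MgCl2, 1 mM DTT was treated with compound at 76 uM single dose, then 10 uM ATP, 30 min at 37 °C. ADP was read by HTRF Transcreener.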
* marks the source's active call; other numbers are inactive results; i = inactive; ? = inconclusive; . = not tested or not shown; [ ] = remark or other dose. Unless noted, calls come from the whole dose curve; as a rule, active = well fitted curve in the direction sought with a large enough effect; inconclusive = small, poorly fitted or top-dose-only effect, or another doubt; inactive = no such curve, though single readings can be large; an effect the other way counts as inactive or inconclusive.

canonical_smiles	EPAC2 ag	PTHR1 ag	DRD3 agonist	DRD3 antagonist	pAkt inh	MmCpn inh	EPAC2 antag	CCT chaperon mod
COC(=O)c1c(NC(C)=O)sc(C(=O)Nc2ccccc2C)c1C	-11.0%	i	-3.8	38.0	i	-1.2%	-7.6%	-2.5
CC1CCCN(c2ccc(F)cc2N)C1 (stereo not drawn)	9.0%	-7.3%	1.2	-1.3	i	-2.7%	0.0%	0.3
CCOc1ccc(NC(=O)C2CCN(c3nnnn3-c3ccccc3)CC2)cc1	4.4%	-20.7%[57.5 µM]	0.9	8.5	i	2.4%	-5.2%	1.8
Cc1ccn2c(NC3CCCCC3)c(C(C)C)nc2c1	-8.9%	-11.7%	-2.3	-11.4	i	-0.9%	6.4%	1.9
COc1cc2c(cc1OC)C(c1cccs1)N(C(=O)c1ccncc1)CC2 (stereo not drawn)	3.2%	i	1.4	7.3	i	1.0%	1.6%	-2.8
CN(Cc1ccccc1)Cc1nc2c(c(=O)n(C)c(=O)n2C)n1Cc1ccccc1Cl	-6.3%	i	0.0	3.6	i	0.7%	5.0%	-0.7
O=C(Nc1cccc(C(=O)N2CCOCC2)c1)c1ncn[nH]1	5.4%	-26.7%[57.5 µM]	1.6	15.3	i	-0.7%	-4.2%	-0.2
COc1cc(N2C(=O)CC3(CCCC3)CC2=O)cc(OC)c1OC	10.8%	i	7.6	14.1	i	-2.5%	2.4%	1.7
O=C(Cc1ccccc1)N1CCN=C1SCc1ccc([N+](=O)[O-])cc1	-2.0%	-26.4%	-1.0	-1.6	i	-0.6%	-0.8%	0.3
COc1ccccc1Nc1nc2nonc2nc1N1CCCCC1C (stereo not drawn)	12.8%	-30.5%[inhibitor]	10.7	0.2	i	0.8%	?	-1.2
O=C(Nc1nnc(-c2ccco2)o1)c1ccc(Cl)s1	-0.7%	-10.4%	-3.0	8.0	i	0.5%	-6.6%	-1.1
COC(=O)c1ccccc1NC(=O)C(=O)NCC1CCCO1 (stereo not drawn)	-1.4%	i	-7.6	-13.3	i	0.1%	11.7%	3.5
CCc1nn(-c2cc(Oc3cccc4ccccc34)nc(-c3ccccc3)n2)c(N)c1C#N	-15.6%	i	5.7	-3.5	i	-6.6%	-5.4%	-0.6
COCCCn1c(-c2ccc(OC)cc2)nc2c1c(=O)[nH]c(=O)n2Cc1ccccc1	-2.9%	i	-9.8	9.2	i	-8.3%	-12.0%	1.6
Cc1ccc(C)c(N(CC(=O)NC2CCCCC2)C(=O)c2csnn2)c1	0.9%	i	-7.0	5.9	i	-0.5%	5.2%	-1.1
COC(=O)c1c[nH]n2c(=O)cc(CCl)nc12	7.9%	i	1.5	6.3	i	-4.7%	-2.4%	-0.3
COc1ccc2c(c1)CCC/C2=N/OC(=O)c1ccccc1OC	8.0%	i	0.2	-25.3	i	-0.8%	?	0.2
Cc1ccc(O)c(-c2cc(C(F)(F)C(F)F)nc(-c3ccccc3)n2)c1	-4.1%	i	-4.0	-20.2	i	0.0%	-11.0%	-3.5
Cc1cc(C)c2nc(C(F)(F)F)c(C#N)c(N)c2c1	5.0%	-6.9%	0.4	2.6	i	-1.1%	-0.3%	-0.6
CCOC(=O)C1(CC2CC2)CCN(Cc2cc(Cl)c(O)c(OC)c2)CC1	9.0%	i	-11.6	-3.1	i	-0.8%	-12.4%	-0.8
COCCNC(=S)N1CCN(c2nc(-c3ccc(F)cc3)cs2)CC1	12.5%	-26.0%	-0.7	-1.7	i	-20.8%	-16.6%	-2.6
Cc1ccc(C(=O)CCC(=O)N2CCC(C(N)=O)CC2)s1	11.5%	-14.2%	1.0	-2.1	i	-1.7%	8.6%	0.1
COc1ccc2c(c1)Sc1ccccc1N2	-6.6%	i	-4.0	-23.0	i	-9.0%	-13.5%	-3.3
CCCCc1ccc(NC(=S)N2CCN(C(=O)c3ccco3)CC2)cc1	11.9%	-40.4%[inhibitor]	-19.8	0.0	i	-3.3%	-13.4%	-5.0

Entries of single compounds from above. Screens in order: EPAC2 ag | PTHR1 ag | DRD3 agonist | DRD3 antagonist | pAkt inh | MmCpn inh | EPAC2 antag | CCT chaperon mod
`COc1ccc2c(c1)CCC/C2=N/OC(=O)c1ccccc1OC` is listed as 8.0% | i | 0.2 | -25.3 | i | -0.8% | ? | 0.2
`COc1ccc2c(c1)Sc1ccccc1N2` is listed as -6.6% | i | -4.0 | -23.0 | i | -9.0% | -13.5% | -3.3
`COCCNC(=S)N1CCN(c2nc(-c3ccc(F)cc3)cs2)CC1` is listed as 12.5% | -26.0% | -0.7 | -1.7 | i | -20.8% | -16.6% | -2.6

(cont.)
canonical_smiles	EPAC2 ag	PTHR1 ag	DRD3 agonist	DRD3 antagonist	pAkt inh	MmCpn inh	EPAC2 antag	CCT chaperon mod
O=C(C1=C[C@H](c2ccccc2)C[C@H](OCc2ccc(CO)cc2)O1)N1CCOCC1	10.0%	i	0.0	14.9	i	.	3.4%	0.1
O=C(NCCc1ccccc1)c1cnc(Cl)c(Cl)c1	10.8%	i	-7.4	-1.0	i	-8.0%	1.8%	-0.7
O=C(Cn1nc(-c2ccccc2)c2ccccc2c1=O)NCC1CCCO1 (stereo not drawn)	2.5%	i	3.3	15.1	i	1.9%	3.2%	-0.3
Fc1cccc(Cc2c(C3CCCCC3)nc3ccc(Br)cn23)c1	15.2%	-16.7%	-6.5	3.7	i	.	-20.7%	-0.8
O=c1cc(CSc2nnc(Nc3ccccc3F)s2)nc2sccn12	6.9%	-21.4%	-3.0	-1.2	i	-2.3%	-7.5%	-3.3
S=C(NCCc1ccccc1)NCCc1ccccc1	-9.4%	-33.1%[inhibitor]	1.6	-1.8	i	1.6%	-21.7%	1.9
COc1ccccc1NC(=O)c1nnn(CC(=O)Nc2ccccc2)c1N	0.9%	i	-5.1	0.0	i	-0.7%	-2.4%	-2.8
Cn1ncc2c1NC(c1ccc(F)cc1)SCC2=O (stereo not drawn)	2.0%	i	6.1	16.0	i	.	0.4%	-4.5

Next section:
SMILES | EPAC2 ag | PTHR1 ag | DRD3 agonist | DRD3 antagonist | pAkt inh | MmCpn inh | EPAC2 antag | CCT chaperon mod
O=c1cc(Cl)c(-c2ccccc2)n[nH]1 | -4.6% | -2.3%[57.5 µM] | 1.2 | 8.8 | i | -3.0% | 8.9% | -1.4
C/C(CC(=O)NCc1ccco1)=N\NC(=O)Cc1ccc(-c2ccccc2)cc1 | 13.5% | i | -0.1 | 0.0 | i | -7.7% | 5.5% | -1.4
CC1CCc2nc3ccc(S(=O)(=O)N4CCC(C(=O)NC(C)c5ccccc5)CC4)cc3c(C(=O)O)c2C1 (stereo not drawn) | -0.6% | -3.1% | -0.4 | 10.3 | i | -0.8% | -7.3% | 1.4
Brc1cccc(-c2nnco2)c1 | 1.5% | i | -2.3 | -4.4 | i | -1.8% | 5.7% | -2.0
CCOC(=O)COc1ccc([N+](=O)[O-])cc1 | 2.0% | -1.6% | -7.0 | -16.8 | i | -0.4% | -3.9% | 0.9
COc1ccc(N(CC(=O)N/N=C/c2ccc(-c3ccc([N+](=O)[O-])cc3)o2)S(=O)(=O)c2ccc(C)cc2)cc1 | -6.4% | i | 7.3 | -18.3 | i | -0.7% | 4.5% | -0.9
O=C(NCc1ccncc1)C(=O)NCC1OCCN1S(=O)(=O)c1ccc(F)cc1 (stereo not drawn) | -4.5% | i | 2.4 | 6.4 | i | 1.6% | 1.0% | -1.9
CCCNC(=O)Nc1nc(C(N)c2ccc(OC)cc2)cs1 (stereo not drawn) | 15.6% | 1.4% | -8.7 | 0.0 | i | . | 6.5% | -1.4
CS(=O)(=O)N(Cc1ccccc1)c1ccc(C(=O)Nc2ccc(C(N)=O)cc2)cc1 | -4.6% | -23.8% | 5.7 | 11.4 | i | 3.1% | 5.0% | 2.6
Cc1ccc(OCCNC(=O)c2ccccc2O)cc1 | 1.5% | -28.3% | 5.7 | 5.3 | i | -1.6% | -1.0% | 1.1
O=C1CC(SCCc2nc3ccccc3[nH]2)C(=O)N1c1ccc(F)c(Cl)c1 (stereo not drawn) | 4.5% | i | -1.3 | -0.4 | i | . | -7.0% | 2.2
Cc1oc(S(=O)(=O)N2CCCC2)cc1C(=O)Nc1ccccc1 | -2.8% | -14.8% | 10.6 | 0.0 | i | 1.0% | -4.2% | -1.2
Cc1c(Cc2ccc3c(c2)OCO3)sc(NC(=O)c2ccc3ccccc3c2)c1C(N)=O | 8.7% | i | -5.4 | -5.5 | i | -5.6% | 8.8% | -0.4
COc1ccccc1NS(=O)(=O)c1ccc(O)c(C(=O)OCc2cccc([N+](=O)[O-])c2)c1 | 9.8% | i | -5.0 | -15.8 | i | -0.8% | -6.0% | -1.9
COc1cccc(CNC(=O)CCCNC(=O)c2ccc(Cl)cc2)c1 | -4.7% | i | 1.8 | 7.2 | i | 0.8% | -8.0% | 0.3
COc1ccc(NC(=O)CN2CCN(c3c(C)cccc3C)CC2)cc1 | 7.6% | -24.5% | -12.1 | 12.9 | i | 1.3% | -15.8% | -0.4
c1ccc(CCc2nn3c(Cn4nnc5ccccc54)nnc3s2)cc1 | 1.0% | -15.3% | -1.5 | 11.9 | i | -0.8% | 4.3% | -1.7
CCCS(=O)(=O)NC(=O)C1(C)CCCN(C(=O)c2cccc(C(F)(F)F)c2)C1 (stereo not drawn) | 6.2% | -23.0% | -8.8 | 0.0 | i | . | 15.6% | 1.5
Cc1ccc(Nc2n[nH]c(=S)s2)c(C)c1 | 0.7% | i | -6.2 | ? | i | . | ? | -1.8

An excerpt. The share of hits here may be higher or lower than overall.
